Bioassay records (PubChem)
CAL PDZ FP-1: inhibitors of human CAL PDZ peptide binding. AID 602252. 300,000 compounds, 0.92% hits. purified CAL PDZ, TMR-peptide fluorescence polarization, 1 h. Q9HD26. inhibition, % at 24.9 µM;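 active = mean inhibition of at least 30% with at least half of replicates also reaching 30%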;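 note: 0% = DMSO neutral control and 100% = excess unlabeled competitor peptide PRC23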
MITF TRPM1 HTS: activators of MITF-driven TRPM1 promoter activity in SK-MEL-5 cells; AID 588334; SK-MEL-5 TRPM1-promoter luciferase, 24 h; % of positive control, neutral wells = 0; activation, % at 12.5 µM; 300,000 compounds, 0.75% hits;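 active = mean activation of at least 80% with every replicate also reaching 80%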;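 note: 0% = neutral control wells and 100% = parthenolide positive control wells; values of inactives mirror those of a sister screen read the other way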
SR-BI HDL uptake: blocks mouse SR-BI lipid uptake from DiI-HDL. AID 488896. Q61009. 320,000 compounds, 0.96% hits. ldlA[mSR-BI] CHO cells, DiI-HDL uptake fluorescence, 3 h. inhibition, % at 12.5 µM;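 active = mean replicate inhibition of at least 70% and a set share of replicates each scoring 70 or more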;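 note: 0% = median of neutral control wells and 100% = median of positive control wells; values of inactives mirror those of a sister screen read the other way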
Target sequence (Q61009 whole entry, looked up): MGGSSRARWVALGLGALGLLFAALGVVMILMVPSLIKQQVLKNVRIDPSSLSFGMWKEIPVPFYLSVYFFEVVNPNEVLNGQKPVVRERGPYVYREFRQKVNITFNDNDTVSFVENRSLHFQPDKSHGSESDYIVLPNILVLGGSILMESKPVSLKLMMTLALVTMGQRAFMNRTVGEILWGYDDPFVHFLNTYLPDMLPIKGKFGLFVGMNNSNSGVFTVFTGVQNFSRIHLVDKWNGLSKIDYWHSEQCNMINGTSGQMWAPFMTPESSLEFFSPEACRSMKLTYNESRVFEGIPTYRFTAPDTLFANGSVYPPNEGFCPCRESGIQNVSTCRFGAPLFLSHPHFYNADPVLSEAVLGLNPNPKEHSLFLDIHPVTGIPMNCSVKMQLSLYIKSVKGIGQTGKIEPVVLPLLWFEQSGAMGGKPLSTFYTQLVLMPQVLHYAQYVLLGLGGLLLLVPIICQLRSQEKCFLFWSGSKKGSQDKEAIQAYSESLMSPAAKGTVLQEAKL
dFosB act: mouse delta FosB homodimer activation. P13346. purified delta FosB, TAMRA-CDK5 oligo fluorescence polarization; percent of positive-control signal above neutral wells. 340,000 compounds, 0.99% hits. AID 493131. activation, % at 25 µM;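 active = mean activation above about 17%, with every replicate also reaching it, limit read from the data, passing the limit was not always enough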;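 note: fluorescence polarization rise as delta FosB binds a TAMRA Cdk5 AP-1 oligo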
PfHsp90 set2: inhibits growth of yeast expressing Plasmodium falciparum Hsp90; inhibition, % at 9.4 µM; S. cerevisiae expressing PfHsp90, BacTiter-Glo ATP, 48 h; yeast lacking PDR1 and PDR3 efflux regulators; 310,000 compounds, 0.32% hits; AID 504621;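 active = every replicate shows inhibition above about 80%, whatever the replicate mean, limit read from the data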;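 note: 0% = DMSO neutral controls and 100% = 20 µM radicicol positive controls; yeast relying on Plasmodium falciparum Hsp90 in place of its own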
PvdQ inh: P. aeruginosa PvdQ acylase inhibition | purified PvdQ acylase, fluorescence plate reader | inhibition, % at 10 µM | 340,000 compounds, 0.063% hits | AID 488965; in the data active = inhibition above about 30%, passing the limit was not always enough;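 note: 0% = vehicle neutral wells and 100% = reference inhibitor wells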
CAL PDZ FP-2: human CAL PDZ-peptide interaction inhibition; purified CAL PDZ, TMR-peptide fluorescence polarization, 1 h; inhibition, % at 20 µM; 330,000 compounds, 0.02% hits; AID 504414;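 active = highest replicate inhibition of at least 40%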;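 note: plate controls were DMSO neutral control wells for no effect and unlabeled competitor peptide control wells for full effect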
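Read-out basis: mP drop reported as inhibition | Assay system: Tagged CAL PDZ protein CerCALP, purified | Benchmarks: Unlabelled peptide for full inhibition, DMSO wells as neutral | Schedule: 1 h incubation at room temperature before polarization reading | Buffer or medium: Sodium phosphate/NaCl buffer pH 7.4 with TCEP, IgG, Thesit | Doses: Single point, 20 µM | Measured by: Fluorescence polarization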
NSD2 inh: blocks human histone methyltransferase NSD2; 310,000 compounds, 0.54% hits; inhibition, % at 12.5 µM; NSD2 peptide methylation, AlphaScreen, 120 min; AID 743445; in the data active = inhibition above about 50%
Rtt109 Vps75: C. albicans Rtt109 histone acetyltransferase inhibition; purified Rtt109/Vps75, ThioGlo CoA-SH fluorescence, 4 h; inhibition, % at 34.9 µM; 330,000 compounds, 0.16% hits; AID 540336;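 active = inhibition of at least 50% in every replicate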
Target sequence (Q5AAJ8 whole entry, looked up): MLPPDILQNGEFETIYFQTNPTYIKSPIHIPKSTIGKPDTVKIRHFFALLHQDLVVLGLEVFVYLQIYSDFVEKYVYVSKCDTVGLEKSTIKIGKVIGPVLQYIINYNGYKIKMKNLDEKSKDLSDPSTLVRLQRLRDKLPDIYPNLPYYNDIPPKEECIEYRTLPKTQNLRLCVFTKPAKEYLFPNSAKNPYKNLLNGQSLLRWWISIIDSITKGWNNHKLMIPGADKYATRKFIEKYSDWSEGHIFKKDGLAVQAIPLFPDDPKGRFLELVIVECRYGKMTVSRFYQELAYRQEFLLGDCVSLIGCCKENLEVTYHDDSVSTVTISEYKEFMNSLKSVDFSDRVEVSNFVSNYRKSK
SR-BI DiI-HDL act: enhances SR-BI lipid uptake from DiI-HDL; 320,000 compounds, 0.096% hits; CHO ldlA[mSR-BI] cells, DiI-HDL uptake fluorescence, 3 h; 100 = double the neutral-control signal; activation, % at 12.5 µM;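 active = mean replicate activation of at least 60% and every replicate at or above 60%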;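 note: 0% = median plate neutral-control signal and 100% = twice that signal; values of inactives mirror those of a sister screen read the other way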
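Assay system: CHO ldlA[mSR-BI] cells, LDL receptor-null, SR-BI overexpressing; medium: Ham's F12 with 0.5% BSA, HEPES 25 mM, pH 7.4; also added: DiI-HDL 10 µg/mL; timing: 3 h uptake period with compound, 37 °C; signal: DiI fluorescence, bottom read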
Numbers without * were called inactive; . = no result given.

SMILES	CAL PDZ FP-1	MITF TRPM1 HTS	SR-BI HDL uptake	dFosB act	PfHsp90 set2	PvdQ inh	CAL PDZ FP-2	NSD2 inh	Rtt109 Vps75	SR-BI DiI-HDL act
Cc1cc(C(=O)NNC(=O)/C=C/c2ccco2)c(C)o1	-3	-3	-17	-15	4	0	-1.2	12	14	17
COC(=O)c1ccccc1NC(=O)C1CC(=O)N(c2ccc(C)cc2)C1 (configuration not stated)	1	9	-4	-5	3	-5	-0.3	-2	-4	4
CCOC(=O)C1CCN(C(=O)CN(c2ccc(Cl)c(C(F)(F)F)c2)S(C)(=O)=O)CC1	-5	-9	-2	-2	-28	-11	-0.8	-4	-8	2
CCOC(=O)C(=CNNc1ccsc1C(=O)OC)C(=O)OCC	1	1	21	-9	10	-8	-0.9	-2	0	-21
Cc1cc(C)c2nc(N3CCC(C(=O)NCc4cccnc4)CC3)sc2c1	4	8	-17	-9	-4	-14	-1.0	7	0	17
COc1ccc(-c2noc(CN3CCOCC3)n2)cc1OC	-1	.	-7	-2	0	-3	0.5	44	6	7
CCc1cccc(NC2c3ccccc3C(=O)N2c2cccnc2)c1 (configuration not stated)	-2	-8	-17	3	-13	22	0.3	.	-4	17
O=C(OCC#CCSc1nnc(-c2cccc3ccccc23)o1)c1ccc(Cl)cc1	0	5	-12	-8	4	8	-0.6	.	-2	12
O=C(c1ccc(=O)[nH]c1)N1CCN(S(=O)(=O)c2ccc3ccccc3c2)CC1	-15	-1	-13	-9	-24	-11	-1.2	-2	3	13
Cc1ccc2oc(=S)n(C)c2c1	-2	27	-14	4	-5	-10	-0.1	0	3	14
COc1cccc(NC(=O)CN(C)C(=O)Cn2cnc3ccccc3c2=O)c1	0	-5	-15	0	3	-1	-1.9	-1	4	15
Nc1ccc(S(N)(=O)=O)cc1N	0	3	-9	-14	4	-7	-1.8	5	-2	9
S=C(NC1CCCC1)N1CCN(c2ccccn2)CC1	-1	5	1	5	-20	11	-0.4	0	1	-1
CCCN(CCC)Cc1cc(=O)oc2cc3c(cc12)CCC3	-2	12	24	-6	9	-8	1.1	3	6	-24
COc1cccc2cc(CC(=O)c3ccccc3)c(=O)oc12	-5	.	2	3	5	-12	0.1	0	1	-2
CCO[C@@H]1OC(C(N)=O)=C[C@H](c2ccccc2)[C@H]1CCCO	2	2	-14	-5	-34	-8	-1.4	.	-13	14
CCN(CC)C(=O)[C@H]1C[C@H](CC(=O)NCc2ccc(OC)c(OC)c2)C(=O)N2CCc3c([nH]c4ccc(Cl)cc34)[C@]12C	-5	-12	1	-10	8	0	0.7	.	3	-1
COc1cccc2c1CCC1=CC(=O)CCC12C (configuration not stated)	-1	-10	-15	-3	.	8	-0.6	7	-1	15
CC(=O)NS(=O)(=O)c1ccc(NC(=S)NC(=O)C2CCC2)cc1	-6	-10	-46	5	1	-15	-1.6	-2	-17	46
CCC(=O)NC(=S)Nc1ccc(NC(=S)NC(=O)c2ccc(C)cc2)cc1	-2	5	58	4	-6	-17	-3.0	3	-1	-58
CCN(CC)CCN1C(=O)C(O)=C(C(=O)c2sc(C)nc2C)C1c1cccnc1 (configuration not stated)	2	.	-16	-1	.	7	0.4	1	1	16
CNCC(=O)N(CC(C)C)c1c(N)n(CC(C)C)c(=O)[nH]c1=O	-2	-8	-24	-3	4	-3	-1.4	1	5	24
Cc1cccc(-c2ccc(NC(=O)C3CCN(CC4CC4)CC3)cc2)c1	-3	-29	-16	0	26	-4	0.3	1	9	16
CC1CC(C)CN(CC(O)COc2ccc3c(c2)CCC3)C1 (configuration not stated)	3	18	-14	-4	-1	-1	-1.5	6	-3	14
O=C(c1cccs1)N1CCN(S(=O)(=O)N2CCCCC2)CC1	4	1	5	8	2	-8	-1.1	8	0	-5
Cc1cc(C)cc(NC(=O)CSCc2nc3c(nnn3Cc3ccc(F)cc3)c(=O)[nH]2)c1	-2	-11	-23	1	.	-4	-2.2	-1	10	23
CCCCCN(C(=O)CCC(=O)OCc1cccc(C(F)(F)F)c1)c1c(N)n(CCCC)c(=O)[nH]c1=O	-5	0	5	-9	-11	13	0.1	-5	39	-5
CN1CCN(NC(=O)CC(C)(C)C)CC1	-4	0	-2	3	-13	-16	-2.0	-1	0	2
CC(=O)NC(Cc1cccc(C)c1)C(=O)NC1CCN(S(=O)(=O)c2ccccc2)CC1 (configuration not stated)	49*	-3	-17	-6	26	-12	-0.6	-5	-6	17
CCOC(=O)CNC(=S)n1cnc(N)n1	4	-7	-17	5	-8	-13	-0.5	-4	4	17
CC(=O)C1C(c2ccc3ncccc3c2)NC(=O)NC1(O)C(F)(F)F (configuration not stated)	3	1	-13	-4	17	-3	-1.0	1	0	13
COC1=CC(=O)OC12CCCCC2	-2	.	9	3	4	-10	-0.7	-2	1	-9
CC(C)CN1CCC(=O)N(CCOc2ccccc2)CC1	2	21	-19	3	2	7	-0.1	.	3	19
CN(C(=O)COC(=O)CNC(=O)C12CC3CC(CC(C3)C1)C2)c1ccccc1	-1	1	-19	-9	4	-13	-2.3	14	-3	19
COc1ccc(O)c(C(=O)c2cnn(C(=O)c3cc(C)oc3C)c2)c1	0	4	-16	-8	13	-12	-1.5	0	2	16
CC(Oc1ccc(Cl)cc1Cl)C(=O)/C=C/N(C)C (configuration not stated)	0	4	22	-6	-2	-12	-1.7	2	1	-22
CCC(=O)Oc1ccc(C(=O)Nc2ccc3c(c2)OCO3)cc1	3	42	3	-4	31	-5	0.6	0	-3	-3
O=C(CSc1nnc(C2CC2)n1Cc1ccccc1)N1CCN(S(=O)(=O)c2ccccc2)CC1	42*	4	-11	-3	2	-7	0.9	-5	0	11
O=C(CN1CCN(Cc2ccccc2)C1=O)NCc1cccs1	-3	.	-19	2	10	15	-0.6	.	-11	19
COc1cccc(NC(=O)N2CCCC2C(=O)NCC(C)C)c1 (configuration not stated)	-4	-4	-5	-6	-7	-11	-0.7	-8	-1	5
C=CCn1c(N)cc(=O)nc1SCC(=O)N1CCN(c2ccc(F)cc2)CC1	-3	-15	15	-6	9	8	-3.0	-6	15	-15
CNC(=O)NCCN1CCCC1=O	-5	-2	-3	5	-5	-8	.	0	-22	3
O=C1C(c2ccncc2)N(CCC2=CCCCC2)C(=O)CN1C1CCCCC1 (configuration not stated)	.	-9	0	-8	-14	-17	-2.8	-1	-15	0
O=C(O)c1ccc(CN(c2ccccc2)S(=O)(=O)c2ccccc2)cc1	-3	.	-25	1	2	0	-1.4	-1	-3	25
CCc1nc2ccc(C(=O)N(C)CC(=O)Nc3cccc(F)c3)cc2nc1CC	-1	-9	24	-14	-10	-5	-0.8	10	2	-24
CC(=O)NCc1ccc(C(=O)CSc2nnc(C3CC3)n2C2CC2)cc1	-3	-14	-1	-1	26	6	0.8	1	5	1
COc1cc(C(=O)NCc2ccncc2)cc(OC)c1OC	-4	0	-22	2	-11	-10	-2.3	-1	-5	22
C=CCN(c1ccc(F)cc1)S(=O)(=O)c1cc(C(=O)OCC(=O)N(C)C2CCS(=O)(=O)C2)ccc1Cl (configuration not stated)	40*	-15	6	-6	-6	-14	-0.5	-1	24	-6
CCCOc1ccc(CNC(=O)Cn2c(=O)oc3ccccc32)cc1	.	10	-27	3	7	6	0.1	.	2	27
COc1cccc(C2CC(c3ccc(Br)cc3)=NN2C(=O)c2ccncc2)c1OC (configuration not stated)	-3	-3	40	-10	0	0	-2.7	1	7	-40
CC1=CC2=NC(=O)/C(=C/c3coc4ccccc4c3=O)C(=N)N2O1	.	.	0	-3	-16	9	-2.4	3	24	0
O=C(Nc1ccc2nc(-c3ccccc3)oc2c1)c1ccco1	0	62	48	-39	21	-23	-3.0	-3	-7	-48

Sorted by heavy-atom count (smallest number first): some entries from above
SMILES	CAL PDZ FP-1	MITF TRPM1 HTS	SR-BI HDL uptake	dFosB act	PfHsp90 set2	PvdQ inh	CAL PDZ FP-2	NSD2 inh	Rtt109 Vps75	SR-BI DiI-HDL act
CNC(=O)NCCN1CCCC1=O	-5	-2	-3	5	-5	-8	.	0	-22	3
COc1cc(C(=O)NCc2ccncc2)cc(OC)c1OC	-4	0	-22	2	-11	-10	-2.3	-1	-5	22
O=C(CN1CCN(Cc2ccccc2)C1=O)NCc1cccs1	-3	.	-19	2	10	15	-0.6	.	-11	19
CC1=CC2=NC(=O)/C(=C/c3coc4ccccc4c3=O)C(=N)N2O1	.	.	0	-3	-16	9	-2.4	3	24	0
CCCOc1ccc(CNC(=O)Cn2c(=O)oc3ccccc32)cc1	.	10	-27	3	7	6	0.1	.	2	27
O=C(O)c1ccc(CN(c2ccccc2)S(=O)(=O)c2ccccc2)cc1	-3	.	-25	1	2	0	-1.4	-1	-3	25
C=CCn1c(N)cc(=O)nc1SCC(=O)N1CCN(c2ccc(F)cc2)CC1	-3	-15	15	-6	9	8	-3.0	-6	15	-15
CCc1nc2ccc(C(=O)N(C)CC(=O)Nc3cccc(F)c3)cc2nc1CC	-1	-9	24	-14	-10	-5	-0.8	10	2	-24
COc1cccc(C2CC(c3ccc(Br)cc3)=NN2C(=O)c2ccncc2)c1OC (configuration not stated)	-3	-3	40	-10	0	0	-2.7	1	7	-40
O=C(CSc1nnc(C2CC2)n1Cc1ccccc1)N1CCN(S(=O)(=O)c2ccccc2)CC1	42*	4	-11	-3	2	-7	0.9	-5	0	11
C=CCN(c1ccc(F)cc1)S(=O)(=O)c1cc(C(=O)OCC(=O)N(C)C2CCS(=O)(=O)C2)ccc1Cl (configuration not stated)	40*	-15	6	-6	-6	-14	-0.5	-1	24	-6
